AHR act: activators of human aryl hydrocarbon receptor | P35869 | AHR-responsive luciferase reporter cells, luminescence | activation, % at 5 µM | 320,000 compounds, 2.5% hits | AID 2796; in the data active = activation above about 47%;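 note: 0% = vehicle wells and 100% = reference agonist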
Target sequence (P35869 whole entry, looked up): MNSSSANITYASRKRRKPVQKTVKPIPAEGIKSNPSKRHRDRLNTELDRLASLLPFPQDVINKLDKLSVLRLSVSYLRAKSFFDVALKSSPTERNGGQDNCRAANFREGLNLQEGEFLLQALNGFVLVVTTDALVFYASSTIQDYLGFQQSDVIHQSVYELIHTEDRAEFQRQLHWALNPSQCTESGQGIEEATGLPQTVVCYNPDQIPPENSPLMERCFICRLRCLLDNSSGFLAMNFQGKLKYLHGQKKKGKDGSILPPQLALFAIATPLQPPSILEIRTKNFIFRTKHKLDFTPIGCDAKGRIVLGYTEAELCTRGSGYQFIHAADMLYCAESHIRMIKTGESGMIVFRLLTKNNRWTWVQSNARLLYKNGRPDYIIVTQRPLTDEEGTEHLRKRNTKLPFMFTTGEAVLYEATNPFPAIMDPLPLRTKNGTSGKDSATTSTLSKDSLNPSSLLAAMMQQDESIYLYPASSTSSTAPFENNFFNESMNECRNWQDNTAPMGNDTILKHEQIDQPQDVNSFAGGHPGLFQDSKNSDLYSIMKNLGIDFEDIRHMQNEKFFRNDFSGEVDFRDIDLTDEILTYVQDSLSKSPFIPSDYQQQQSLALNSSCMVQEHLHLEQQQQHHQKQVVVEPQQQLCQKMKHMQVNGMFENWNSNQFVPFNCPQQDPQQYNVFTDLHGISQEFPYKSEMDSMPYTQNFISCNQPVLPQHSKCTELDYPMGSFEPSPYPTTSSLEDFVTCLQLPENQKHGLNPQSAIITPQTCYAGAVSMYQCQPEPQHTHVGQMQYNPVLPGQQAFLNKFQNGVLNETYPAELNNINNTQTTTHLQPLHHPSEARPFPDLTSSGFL
LAP4 TOR yeast: modulators of TOR pathway LAP4-GFP in S. cerevisiae. S. cerevisiae LAP4-GFP multiplex, flow cytometry GFP, 3 h; median GFP as percent of DMSO wells. GFP response vs DMSO, % at 10 µM. 320,000 compounds, 0.34% hits. AID 2023;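 active = GFP response vs DMSO above a set limit, about the screen mean plus 3 SD, cut at about 150% in these data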
CIT2 TOR yeast: yeast TOR pathway CIT2-GFP modulation; S. cerevisiae CIT2-GFP strain, flow cytometry, 3 h; 100 means same as DMSO wells; GFP response vs DMSO, % at 10 µM; 320,000 compounds, 0.065% hits; AID 2029;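 active = GFP response relative to DMSO above a set limit, near the screen mean plus 3 SD, cut at about 150% in these data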;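 note: ratio of well median GFP fluorescence to mean of DMSO wells on the plate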
AGP1 TOR yeast: yeast TOR pathway AGP1-GFP modulation; S. cerevisiae AGP1-GFP multiplex flow cytometry, 3 h; GFP as percent of DMSO wells; GFP response vs DMSO, % at 10 µM; 320,000 compounds, 0.02% hits; AID 2066;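 active = GFP response relative to DMSO above a set limit, near screen average plus 3 SD, cut at about 150% in these data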;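 note: median GFP channel fluorescence of the gated AGP1 strain per well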
Yeast superoxide: yeast age-related superoxide inhibition as caloric restriction mimetic. superoxide response (% of plate mean), % at 10 µM. 330,000 compounds, 0.18% hits. S. cerevisiae aged cells, superoxide DHE fluorescence; active compounds read low;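 active = superoxide response under a set limit, about three screen SD below normal, cut at about 65% in these data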;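 note: yeast aged for seven days with compound at 30 °C before DHE staining; 100% = average MFI of all compound-treated wells on the plate with controls excluded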
RPL19A-GFP yeast: alters RPL19A-GFP fluorescence in TOR pathway yeast screen; percent response vs DMSO, % at 10 µM; S. cerevisiae RPL19A-GFP strain, flow cytometry, 3 h; active compounds read low; 330,000 compounds, 0.3% hits; AID 2025;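 active = percent response vs DMSO below 50%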;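 note: median channel GFP fluorescence of the barcoded RPL19A-GFP strain; ratio of sample median GFP to plate DMSO average so 100% = DMSO; lower means less RPL19A-GFP as with rapamycin TOR inhibition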
MEP2-GFP yeast: yeast TOR pathway MEP2-GFP modulation. S. cerevisiae MEP2-GFP strain, flow cytometry GFP, 3 h; 100% = DMSO control level. GFP response vs DMSO, % at 10 µM. 330,000 compounds, 0.51% hits. AID 2016;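 active = GFP response versus DMSO above a set limit, roughly screen mean plus 3 SD, cut at about 180% in these data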;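 note: median GFP fluorescence of the barcode-gated MEP2-GFP cells per well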
Efflux pump mplx: blocks antifungal efflux pumps in multiplex yeast assay; inhibition, % at 10 µM; S. cerevisiae Candida pump triplex, Nile Red efflux; 330,000 compounds, 0.44% hits;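 active = plate passing quality check with inhibition over a set limit, or well fluorescence over plate mean plus 4 SD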;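 note: Nile Red retained in pooled yeast measured as flow cytometry median fluorescence; 0% = buffer negative control and 100% = Enniatin B positive control; higher means more Nile Red kept so more efflux inhibition; some compounds called inactive have numbers as strong as hits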
* hit, by the source's call; · = not tested or not shown; & = joins results of further samples. Not a hit list; 3.9% or so of the library scored in one or more.

SMILES	AHR act	LAP4 TOR yeast	CIT2 TOR yeast	AGP1 TOR yeast	Yeast superoxide	RPL19A-GFP yeast	MEP2-GFP yeast	Efflux pump mplx
Cc1ccc(Cl)cc1N1CCN(C(=O)c2ccc(NC3=NC4CS(=O)(=O)CC4S3)cc2)CC1 (stereo not drawn)	2	92	104	98	100	100	103	0.1
COc1ccc(C2C3=C(CC(C)(C)CC3=O)Oc3ncn(CC(C)C)c(=N)c32)cc1 (stereo not drawn)	10	105	95	109	95	99	108	0.1
CS(=O)(=O)c1ccccc1-c1nnc(-c2ccc(Cl)cc2)o1	7	101	91	90	100	95	99	-0.3
CCCc1cc(=O)oc2cc(C)cc(OCC(=O)Nc3ccccn3)c12	27	81	92	81	95	84	80	-0.1
CC(OC(=O)c1cc[n+]([O-])cc1)C(=O)Nc1ccc(Cl)cn1 (stereo not drawn)	6	100	114	92	87	101	112	-0.1
Cc1nn(CC(=O)N2CCN(c3ccccc3)CC2)c(=O)c2ccccc12	0	91	103	102	106	107	107	0.0
C=CCN1C(=NC(=O)CCCC(=O)O)SC2CS(=O)(=O)CC21 (stereo not drawn)	4	71	93	·	99	93	83	0.2
CCOc1ccc(C2=CC(c3ccccc3)n3ncnc3N2)cc1 (stereo not drawn)	-4	135	67	71	101	94	87	-0.2
CN(c1ccccc1)S(=O)(=O)c1ccc(NC(=O)C2CCCCC2C(=O)O)cc1 (stereo not drawn)	1	89	93	88	100	90	98	0.1
CCC(C(=O)NCc1cccnc1)n1nc(C)c2sc3ccccc3c2c1=O (stereo not drawn)	5	116	110	109	115	105	109	-0.1
Cc1ccc2cc3c(NC(=O)c4cccnc4)nn(C)c3nc2c1	114*	110	108	97	120	93	125	0.5
O=C(O)Cc1ccc(Oc2ncc(C(F)(F)F)cc2Cl)cc1	-1	102	97	100	108	102	100	0.1
O=C(Nc1ccccc1-c1ccccc1)C1CCCCC1	-11	89	115	109	102	102	104	-0.1
CSCCC(NC(=O)c1ccc(Cl)cc1)C(=O)OCC(=O)Nc1cc(Cl)ccc1C (stereo not drawn)	0	133	105	114	95	100	117	-0.1
CCC(C)NC(=O)Cn1cc2c(n1)CCC(C)C2 (stereo not drawn)	3	110	99	102	96	100	101	0.0
N#Cc1ccccc1NC(=O)COc1c(Br)cc(Br)c2cccnc12	42	100	94	97	127	100	98	0.0
CCOC(=O)C(NC(C)=O)(OCc1ccc(F)cc1)C(F)(F)F (stereo not drawn)	2	103	101	105	95	107	104	0.0
O=C(CSCc1ccco1)NC1CCCC1	8	91	93	89	77	100	98	0.3
Cc1ccc(-n2c(SCC(=O)NCc3ccco3)nnc2-c2cccnc2)cc1	2	103	102	105	111	106	108	0.3
COc1ccc(CC(=O)OCC(=O)NC(=O)NC(C)C)cc1	2	84	120	102	85	103	107	0.0
C=CCSc1ncccc1C(=O)NCc1ccc(C)cc1	1	120	96	98	95	99	106	-0.1
COc1cc(/C=C(\C#N)c2ccccn2)ccc1OCc1ccccc1Cl	-2	95	93	94	90	95	92	0.5
O=C(O)c1ccc(S(=O)(=O)/N=C2\C=C(Nc3ccccc3F)C(=O)c3ccccc32)cc1	70*	129	101	100	109	106	102	-0.1
CCc1ccc(N2CC(C(=O)OC)CC2=O)cc1 (stereo not drawn)	0	96	92	96	105	86	90	-0.3
O=C(COc1ccc(Cl)cc1Br)NCC(c1ccco1)N1CCCC1 (stereo not drawn)	3	101	106	102	123	102	109	-0.3
CC(C)(C)c1csc(SCC(=O)Nc2ccc(Cl)cn2)n1	-2	100	·	87	97	100	92	0.0
N#C/C(=C\c1ccc(Cl)cc1Cl)c1n[nH]c(Cn2cncn2)n1	10	93	95	100	95	97	102	-0.1
Cc1cc2c(OCC(O)CNC(C)(C)C)cccc2[nH]1 (stereo not drawn)	11	94	91	97	129	98	94	0.2
Cn1c(/C(C#N)=C/C2CC=CCC2)nc2ccccc21 (stereo not drawn)	16	118	82	91	102	90	90	0.1
COc1cccc(CN2CCN(c3ncccn3)CC2)c1OC	1	91	118	108	95	101	106	-0.1
Cc1ccc2c(CC(=O)NCC3(N4CCOCC4)CCCCC3)coc2c1C	10	95	98	94	91	94	97	0.0
O=C(NCC(=O)N1CCN(C(=O)c2ccco2)CC1)c1ccccc1	3	74	104	94	118	106	100	-0.1
O=C(CCCn1c(SCC(=O)NCC2CCCO2)nc2ccccc2c1=O)NCC1CCCO1 (stereo not drawn)	-1	107	109	112	89	104	110	0.0
CCn1c(SCC(=O)Nc2cc(Cl)ccc2OC)nnc1C1CC1	13	99	102	102	101	106	108	-0.1
COc1ccc(C(=O)/C=C/c2ccc(N3CCCCC3)c([N+](=O)[O-])c2)c(OC)c1	0	105	96	98	99	97	99	0.0
CC1(C)CC(=O)c2c(O)cc(OCC(=O)Nc3ccc(S(N)(=O)=O)cc3)cc2O1	-1	106	98	103	103	98	109	-0.2
O=C(CC(c1cccs1)S(=O)(=O)c1ccccc1)c1ccc(F)cc1 (stereo not drawn)	-4	99	96	99	90	100	100	0.1
COC(=O)c1ccc(S(=O)(=O)N2CCN(C)CC2)n1C	0	100	93	99	117	91	93	-0.2
O=C(NCCN1CCOCC1)c1ccc(NS(=O)(=O)c2ccccc2)cc1	-1	93	106	106	101	106	100	0.0
COC(=O)CCc1ccc(O)cc1	0	108	101	101	98	99	104	-0.2
C[C@]12CCC(=O)C[C@@H]1CC[C@@H]1[C@@H]2CC[C@]2(C)[C@@H](C(=O)COC(=O)CCC(=O)O)CC[C@@H]12	1&0	92	82&83	92&88	82&85	98&86	95&91	0.0&0.0
Cc1cccc(NC(=O)NC(=O)c2ccccc2)n1	7	110	97	101	110	101	111	0.0
CC(C)CCNC(=O)CN(Cc1ccco1)C(=O)CCC(=O)Nc1nccs1	2	90	97	93	96	92	100	0.0
O=C(CN(C(=O)c1csnn1)c1ccc2c(c1)OCCO2)NCc1ccccc1	0	78	90	81	97	83	87	-0.2
c1ccc(-c2csc3ncnc(N4CCN(Cc5ccc6c(c5)OCO6)CC4)c23)cc1	2	88	102	94	87	99	103	1.2
CCn1c(SCC(=O)N2CCN(c3ccc(Cl)cc3)CC2)nc2ccccc2c1=O	0	·	96	105	95	101	101	-0.1
Cc1cc(C)c(C#N)c(Nc2ccc(F)cc2)n1	74*	85	95	93	104	103	99	0.1
CCC(C)(C)NC(=O)c1ccc2c(c1)OCCO2	4	120	104	115	91	107	114	0.0
Cc1nc2cc(C(=O)O)ccc2s1	3	102	110	105	105	105	110	0.1
Cc1ccccc1S(=O)(=O)Cc1ccc(C(=O)NC(C)c2ccc3c(c2)OCCO3)o1 (stereo not drawn)	0	101	98	102	98	100	104	-0.2
CC1CCCN(Cc2cnc(Cl)s2)C1 (stereo not drawn)	-4	105	101	110	107	106	107	0.0
O=S(=O)(Nc1ccn(-c2ccccc2)n1)c1ccc(Br)cc1	16	125	81	84	88	94	93	-0.1
CCOc1nc(-c2ccccc2)ccc1-c1noc(COc2ccccc2)n1	3	109	111	·	92	105	112	-0.2
Cn1nnnc1SCC(=O)NC1CCCCC1	0	89	97	90	100	85	90	-0.1
Cn1cnc([N+](=O)[O-])c1Sc1nc2ccccc2[nH]1	2	103	94	99	95	92	83	0.1
COc1cc(NC(=O)c2cccs2)ccc1NC(=O)Cc1ccccc1	31	105	96	97	105	104	101	-0.1
Cc1cccc(CC(C)NC(=O)c2cc(COc3ccc(C)c(C)c3)on2)n1 (stereo not drawn)	44	98	105	97	98	99	102	0.1
COc1ccc(S(=O)(=O)c2nnn(-c3ccccc3Cl)c2N)cc1	2	93	102	96	103	99	104	0.1
CC(C)C[C@H](NC(=O)C1CCN(S(=O)(=O)c2ccccc2)CC1)C(=O)NCc1ccccn1	2	94	110	102	95	98	100	-0.1
COc1ccc(-c2cc(=O)oc3c(C)c(O)c(CN(C)C)cc23)cc1	2	95	96	98	105	100	98	0.0

Of the compounds above, these have a nitro group on carbon:
SMILES	AHR act	LAP4 TOR yeast	CIT2 TOR yeast	AGP1 TOR yeast	Yeast superoxide	RPL19A-GFP yeast	MEP2-GFP yeast	Efflux pump mplx
COc1ccc(C(=O)/C=C/c2ccc(N3CCCCC3)c([N+](=O)[O-])c2)c(OC)c1	0	105	96	98	99	97	99	0.0
Cn1cnc([N+](=O)[O-])c1Sc1nc2ccccc2[nH]1	2	103	94	99	95	92	83	0.1

Following part
SMILES	AHR act	LAP4 TOR yeast	CIT2 TOR yeast	AGP1 TOR yeast	Yeast superoxide	RPL19A-GFP yeast	MEP2-GFP yeast	Efflux pump mplx
CCC(=O)N1CCc2cc(S(=O)(=O)NC(C(=O)N3CCN(c4ccc(F)cc4)CC3)C(C)C)ccc21 (stereo not drawn)	1	95	100	101	109	97	96	0.0
Cn1c(=O)[nH]c(=O)c2c1nc(SCCO)n2CCCc1ccccc1	6	97	100	97	100	97	103	-0.1
NC(=S)Nc1cccc2cccnc12	4	105	104	103	99	96	122	0.0
COc1cccc(C(=O)Nc2ccc(NC(=O)C3CC3)cn2)c1	12	94	100	103	93	95	99	-0.1
Cc1ccc(C(=O)Nc2ccccc2C(=O)O)cc1NC(=O)COc1c(C)cccc1C	24	100	93	92	102	90	99	0.1
NC(=O)C1CCN(c2ccc(S(=O)(=O)N3CCC(Cc4ccccc4)CC3)cn2)CC1	-2	100	98	100	96	101	103	-0.1
COc1ccc2c(c1)C(=C(C#N)C#N)C(=O)N2CCc1ccccc1	25	118	103	105	102	105	103	0.1
O=C(c1cnn(C(=O)COc2ccccc2F)c1)c1cc(F)ccc1O	6	103	89	95	98	94	89	0.0
COc1ccc(/C=N/NC(=O)CN2CCSCC2)cc1C	30	106	106	105	111	107	101	0.2

Of the compounds above, these have a Cl atom.
SMILES	AHR act	LAP4 TOR yeast	CIT2 TOR yeast	AGP1 TOR yeast	Yeast superoxide	RPL19A-GFP yeast	MEP2-GFP yeast	Efflux pump mplx
Cc1ccc(Cl)cc1N1CCN(C(=O)c2ccc(NC3=NC4CS(=O)(=O)CC4S3)cc2)CC1 (stereo not drawn)	2	92	104	98	100	100	103	0.1
CS(=O)(=O)c1ccccc1-c1nnc(-c2ccc(Cl)cc2)o1	7	101	91	90	100	95	99	-0.3
CC(OC(=O)c1cc[n+]([O-])cc1)C(=O)Nc1ccc(Cl)cn1 (stereo not drawn)	6	100	114	92	87	101	112	-0.1
O=C(O)Cc1ccc(Oc2ncc(C(F)(F)F)cc2Cl)cc1	-1	102	97	100	108	102	100	0.1
CSCCC(NC(=O)c1ccc(Cl)cc1)C(=O)OCC(=O)Nc1cc(Cl)ccc1C (stereo not drawn)	0	133	105	114	95	100	117	-0.1
COc1cc(/C=C(\C#N)c2ccccn2)ccc1OCc1ccccc1Cl	-2	95	93	94	90	95	92	0.5
O=C(COc1ccc(Cl)cc1Br)NCC(c1ccco1)N1CCCC1 (stereo not drawn)	3	101	106	102	123	102	109	-0.3
CC(C)(C)c1csc(SCC(=O)Nc2ccc(Cl)cn2)n1	-2	100	·	87	97	100	92	0.0
N#C/C(=C\c1ccc(Cl)cc1Cl)c1n[nH]c(Cn2cncn2)n1	10	93	95	100	95	97	102	-0.1
CCn1c(SCC(=O)Nc2cc(Cl)ccc2OC)nnc1C1CC1	13	99	102	102	101	106	108	-0.1
CCn1c(SCC(=O)N2CCN(c3ccc(Cl)cc3)CC2)nc2ccccc2c1=O	0	·	96	105	95	101	101	-0.1
CC1CCCN(Cc2cnc(Cl)s2)C1 (stereo not drawn)	-4	105	101	110	107	106	107	0.0
COc1ccc(S(=O)(=O)c2nnn(-c3ccccc3Cl)c2N)cc1	2	93	102	96	103	99	104	0.1

Compound activity (PubChem BioAssay)
